Source: PubChem (Dana-Farber Cancer Institute and Novartis Institutes for BioMedical Research (Cambridge, Mass))
USP17 inh = inhibitors of human USP17 deubiquitinase | actives 6.5% (n = 47,000) | Ubiquitin carboxyl-terminal hydrolase 17-like protein 5 (Homo sapiens), A8MUK1 | inhibition, % at 50 µM | purified USP17, Ub-rhodamine cleavage fluorescence, 3 h
OTUD3 block = inhibitors of human OTUD3 deubiquitinase | purified OTUD3, Ub-rhodamine fluorescence, 2 h | AID 1645858, 2021 | actives 0.7% (n = 47,000) | inhibition, % at 25 µM
UCHL1 inh = inhibitors of human UCHL1 deubiquitinase; Ubiquitin carboxyl-terminal hydrolase isozyme L1 (Homo sapiens), P09936; actives 0.2% (n = 47,000); purified UCHL1, Ub-rhodamine cleavage fluorescence; inhibition, % at 20 µM
USP10 inh = inhibitors of human USP10 deubiquitinase; Ubiquitin carboxyl-terminal hydrolase 10 (Homo sapiens), Q14694; purified USP10, Ub-rhodamine fluorescence, 60 min; inhibition, % at 20 µM; actives 1.1% (n = 47,000)
USP8 block = inhibitors of human USP8 deubiquitinase. purified USP8, Ub-rhodamine cleavage fluorescence, 30 min. Ubiquitin carboxyl-terminal hydrolase 8 (Homo sapiens), P40818. inhibition, % at 20 µM. actives 4.2% (n = 47,000). AID 1645853, 2021
Target sequence (P40818 whole entry, looked up): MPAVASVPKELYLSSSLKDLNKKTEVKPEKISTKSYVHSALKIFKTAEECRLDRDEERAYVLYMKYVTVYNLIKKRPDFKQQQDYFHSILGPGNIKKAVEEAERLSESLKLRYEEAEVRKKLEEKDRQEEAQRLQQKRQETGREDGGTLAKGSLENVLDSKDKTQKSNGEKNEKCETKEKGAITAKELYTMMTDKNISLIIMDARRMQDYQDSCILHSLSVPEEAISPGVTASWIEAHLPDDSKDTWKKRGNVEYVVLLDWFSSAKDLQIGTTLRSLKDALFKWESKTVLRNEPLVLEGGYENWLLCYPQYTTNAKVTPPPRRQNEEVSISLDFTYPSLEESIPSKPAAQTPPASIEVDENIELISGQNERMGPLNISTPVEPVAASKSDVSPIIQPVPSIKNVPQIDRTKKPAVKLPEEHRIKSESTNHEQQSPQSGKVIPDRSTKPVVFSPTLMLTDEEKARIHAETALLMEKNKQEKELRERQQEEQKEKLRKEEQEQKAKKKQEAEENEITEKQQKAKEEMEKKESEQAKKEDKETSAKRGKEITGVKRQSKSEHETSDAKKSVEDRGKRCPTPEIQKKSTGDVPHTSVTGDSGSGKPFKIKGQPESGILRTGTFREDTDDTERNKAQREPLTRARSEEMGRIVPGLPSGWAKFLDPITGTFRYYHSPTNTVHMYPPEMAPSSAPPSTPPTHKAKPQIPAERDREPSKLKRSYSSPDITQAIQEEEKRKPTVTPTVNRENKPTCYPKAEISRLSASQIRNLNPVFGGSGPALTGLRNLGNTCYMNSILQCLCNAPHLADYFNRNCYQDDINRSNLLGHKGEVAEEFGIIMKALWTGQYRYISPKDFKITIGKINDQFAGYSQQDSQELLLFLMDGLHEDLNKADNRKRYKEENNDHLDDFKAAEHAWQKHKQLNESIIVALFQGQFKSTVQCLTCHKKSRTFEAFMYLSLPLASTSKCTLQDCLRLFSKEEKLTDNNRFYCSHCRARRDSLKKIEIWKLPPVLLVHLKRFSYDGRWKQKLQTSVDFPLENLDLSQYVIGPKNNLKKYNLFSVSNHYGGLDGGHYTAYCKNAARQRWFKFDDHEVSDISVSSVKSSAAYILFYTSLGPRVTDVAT
USP7 block = inhibitors of human USP7 deubiquitinase | Ubiquitin carboxyl-terminal hydrolase 7 (Homo sapiens), Q93009 | purified USP7, Ub-rhodamine cleavage fluorescence | inhibition, % at 20 µM | actives 0.3% (n = 47,000) | AID 1645854, 2021
USP28 inh = inhibitors of human USP28 deubiquitinase; Ubiquitin carboxyl-terminal hydrolase 28 (Homo sapiens), Q96RU2; purified USP28, Ub-rhodamine cleavage fluorescence, 30 min; inhibition, % at 25 µM; actives 3% (n = 47,000)
USP30 block = inhibitors of human USP30 deubiquitinase | purified USP30, Ub-rhodamine cleavage fluorescence | actives 5.3% (n = 47,000) | Ubiquitin carboxyl-terminal hydrolase 30 (Homo sapiens), Q70CQ3 | inhibition, % at 25 µM
* hit, by the source's call; · = no result given. No stated cut-off is given here; in the data, active means inhibition above about 30%; inactive means the rest.

item	SMILES	USP17 inh	OTUD3 block	UCHL1 inh	USP10 inh	USP8 block	USP7 block	USP28 inh	USP30 block
1	CC(=O)N1CCc2[nH]c3ccc(C(=O)NCCC4CCN(C(C)C)CC4)cc3c2C1	-1	2	0	-7	1	-1	0	-29
2	FC(F)(F)c1cc(-c2ccncc2)nc2c(-c3ccccc3)cnn12	5	-3	1	7	-6	5	-6	5
3	O=C(c1ccc2cc[nH]c2c1)N1CCCC(c2n[nH]c(C3CC3)n2)C1 (stereo not drawn)	-3	1	2	-3	-11	1	0	0
4	Nc1ccc(F)c(NS(=O)(=O)c2ccccc2)c1	58*	55*	31*	-2	72*	12	41*	-74
5	Cc1noc(C)c1C1CCCN1C(=O)c1c(-c2c(F)cccc2Cl)noc1C (stereo not drawn)	13	12	0	0	14	0	10	19
6	COc1ccc(NC(=O)Nc2ccc(C)n(CC(=O)N3CCCCC3)c2=O)cc1	12	7	4	5	10	12	3	12
7	Cc1ccccc1NC(=O)c1ccc(N2CCCCC2)nn1	47*	0	-2	2	-20	-1	-3	70*
8	COc1cccc(C2CCNc3ccccc3N2)c1 (stereo not drawn)	36*	-22	-4	-8	74*	-19	-23	-134

7 compounds picked at random from the list so far, as already listed:
item	SMILES	USP17 inh	OTUD3 block	UCHL1 inh	USP10 inh	USP8 block	USP7 block	USP28 inh	USP30 block
3	O=C(c1ccc2cc[nH]c2c1)N1CCCC(c2n[nH]c(C3CC3)n2)C1 (stereo not drawn)	-3	1	2	-3	-11	1	0	0
7	Cc1ccccc1NC(=O)c1ccc(N2CCCCC2)nn1	47*	0	-2	2	-20	-1	-3	70*
4	Nc1ccc(F)c(NS(=O)(=O)c2ccccc2)c1	58*	55*	31*	-2	72*	12	41*	-74
6	COc1ccc(NC(=O)Nc2ccc(C)n(CC(=O)N3CCCCC3)c2=O)cc1	12	7	4	5	10	12	3	12
2	FC(F)(F)c1cc(-c2ccncc2)nc2c(-c3ccccc3)cnn12	5	-3	1	7	-6	5	-6	5
1	CC(=O)N1CCc2[nH]c3ccc(C(=O)NCCC4CCN(C(C)C)CC4)cc3c2C1	-1	2	0	-7	1	-1	0	-29
5	Cc1noc(C)c1C1CCCN1C(=O)c1c(-c2c(F)cccc2Cl)noc1C (stereo not drawn)	13	12	0	0	14	0	10	19

(continued)
item	SMILES	USP17 inh	OTUD3 block	UCHL1 inh	USP10 inh	USP8 block	USP7 block	USP28 inh	USP30 block
9	CC1CCN(S(=O)(=O)c2ccc3c(c2)CCCC(=O)N3CC(=O)NC(C)C)CC1	-2	-3	0	1	2	6	-9	-4
10	Cc1nn(C)cc1C(=O)N1CCC[C@@H]2NC(=O)c3ccccc3OCC/C=C/C[C@@H]21	12	11	0	1	20	5	18	16
11	Cc1cccc(CNC(=O)C2CCCN(S(=O)(=O)Cc3ccc(F)cc3)C2)c1 (stereo not drawn)	57*	-4	3	6	-5	13	1	10
12	Cc1nc(N2CCN(C)CC2)ncc1C(=O)NCCC1=CCCCC1	-18	-10	-6	0	-4	-4	-9	-26
13	Cc1csc2ncc(C(=O)N3CCN(c4ccccc4F)CC3)c(=O)n12	-8	38*	-4	-9	-5	-4	-9	-17
14	Cc1ccc(CNC(=O)c2c(O)c3cccc4c3n(c2=O)CC4)cc1	-11	-15	-1	0	59*	-1	-17	-14
15	Cc1cc2n(n1)CC(C)(C(=O)NCc1ccc(F)cc1)N(c1ccc3c(c1)OCCO3)C2=O (stereo not drawn)	-10	-1	-3	0	-12	-7	2	0
16	O=C(Nc1cccnc1)C1CC2(CCN(C(=O)C3CC3)CC2)c2ccccc21 (stereo not drawn)	-17	-5	0	-3	-94	3	-6	-3
17	O=C1CC(c2ccc(F)cc2)CC2=C1C(c1ccc([N+](=O)[O-])o1)Nc1ccccc1N2 (stereo not drawn)	-28	-25	0	0	-91	-31	-16	-81
18	Cc1noc(C)c1-c1ccc(S(=O)(=O)NC2CCCCC2)cc1	0	2	2	1	3	-89	14	19
19	COc1ccc(-c2cnn(-c3ccc(NC(=O)Nc4cccc(C(F)(F)F)c4)cc3)c2)cc1	·	8	2	24	31*	20	1	13
20	CC(=O)N1CCN(c2oc(-c3ccc(COc4ccccc4C)o3)nc2C#N)CC1	·	-36	2	-6	-17	-7	-47	-197
21	COc1ccccc1C(=O)Nc1cccc(N2CCCn3c(nc4ccccc43)C2)c1	6	-3	3	-6	-2	3	15	-15
22	O=C(O)C1CCCN1S(=O)(=O)c1cccc2cccc(Cl)c12 (stereo not drawn)	-16	0	-1	-1	6	-1	-7	-47
23	CN(C)C(=O)[C@@]12CCC3(CCN(C(=O)c4cccnc4)CC3)[C@@H]1CN(S(C)(=O)=O)C2	·	7	1	3	9	7	5	23
24	CC1=C(c2ccc(F)cc2)S(=O)(=O)NC1=NCC(=O)Nc1c(C)cccc1C	17	4	0	-1	0	2	2	14
25	COC(=O)c1ccc(C2c3[nH]c4ccccc4c3C[C@H]3C(=O)N(CCCN4CCOCC4)CC(=O)N23)cc1 (stereo partly drawn)	-64	-61	-1	-11	-23	-2	-68	-118
26	Cc1nc2c(-c3cccs3)cnn2c(C)c1C	-42	-23	-7	-12	-22	-22	-178	-202
27	COc1ccc(Cl)cc1NC(=O)c1nc2ccccc2nc1N1CCOCC1	·	-51	-25	-8	-2	-2	-55	-292
28	O=C(Cn1c(=O)n(Cc2cccs2)c(=O)c2cc(Cl)ccc21)NCC1CCCO1 (stereo not drawn)	18	5	1	2	23	-19	9	16
29	CNC(=O)[C@@H]1C[C@@H]2CN(Cc3nc4ccccc4s3)CCN2[C@@]12C(=O)Nc1ccccc12	-6	-4	-14	-8	5	-16	-5	-28
30	CN(C)c1ncc(-c2ccccc2)c(C2CCCN2CC(N)=O)n1 (stereo not drawn)	-5	5	0	-2	10	-7	3	5
31	COc1cccc(NC(=O)C2CN(C(=O)c3ccc(F)c(F)c3)C2)c1	-14	-6	0	1	-29	-4	1	-12
32	COc1cccc(CNC(=O)Cc2cccc3ccccc23)c1	7	9	2	-3	14	-3	0	-55
33	COc1ccc(C2C3=C(CC(C)(C)CC3=O)Nc3onc(C)c32)cc1O (stereo not drawn)	10	13	4	0	19	-6	3	-1
34	COc1ccc(CCNC(=O)CCn2c(=O)c3ccccc3n(Cc3ccc(C)cc3)c2=O)cc1OC	43*	17	7	5	21	12	14	64*
35	CCN1CCC2(CN(CC(C)C)CC23CCN(C(=O)c2cccnc2)CC3)C1=O (stereo not drawn)	-17	5	-1	-1	-90	3	-1	-35
36	O=c1c2cnc(N3CCc4ccccc4C3)nc2ccn1-c1ccc(Cl)cc1	-11	-21	-9	-3	16	-6	-26	-167
37	Cn1nc(Cn2ccnc2)c2c1CN(C(=O)CC1CC1)C2	-9	-1	-1	-1	-57	-1	-1	0
38	Cc1n[nH]c(C)c1CC(=O)N1CCOC(c2cccc(N(C)C)n2)C1 (stereo not drawn)	-19	1	-2	-3	-5	2	-7	-15
39	COc1ncccc1CN1CC[C@H]2[C@H]1CCN2C(=O)c1cnn(C)c1	-9	9	4	1	-80	8	9	27
40	COc1ccc(N(CC(=O)NC2CCCCC2)C(=O)c2ccc(-c3ccccc3)[nH]2)cc1OC	78*	0	1	25	3	4	-8	-11
41	CC1CCN(S(=O)(=O)N2CCCC(C(=O)N3CCN(C)CC3)C2)CC1 (stereo not drawn)	-21	6	0	-1	-1	0	2	16
42	Cn1c(=O)n(Cc2ccc(Cl)cc2)c(=O)c2cnc(-c3ccncc3)nc21	-9	-3	-5	-8	-11	-3	-1	-27
43	CC(Oc1ccccc1Cl)C(=O)Nc1ccc2nsnc2c1 (stereo not drawn)	13	15	7	3	36*	-10	17	25
44	COc1cc(N2CC[C@@H]3[C@@H]2CCN3C(=O)c2ccoc2C)ncn1	-19	1	0	-2	-87	-3	-2	-6
45	O=C(C1CCCO1)N1CCn2c(nnc2-c2ccccc2)C1 (stereo not drawn)	-14	-5	-5	-2	-6	-1	-10	-14
46	O=C1C(NS(=O)(=O)Cc2ccccc2Cl)CCN1c1ccccc1 (stereo not drawn)	7	12	-1	2	14	2	11	26
47	Nc1ncncc1-c1noc([C@@H]2CCCN2Cc2cnc3ccccc3c2)n1	-16	-11	-6	1	-3	-1	-16	-13
48	CCC(=O)N1CCN(c2nc3c(s2)CC(C(=O)NC2CCCC2)CC3)CC1 (stereo not drawn)	-6	-2	0	-1	-10	0	-4	5
49	CCn1c(=O)c(C(=O)NCc2ccc(F)cc2F)nc2cccnc21	-6	-3	-1	-5	-20	-3	-12	-12
50	O=C(Nc1oc2ccccc2c(=O)c1-c1ccc(F)cc1)c1ccccc1	8	8	1	5	2	-3	13	18
51	CCOc1cc(=O)c(C(=O)N2CCC3(CC2)OCCO3)nn1-c1ccc(C)cc1	7	-4	-4	-1	7	-4	-5	-10
52	O=C1c2ccccc2-c2nnc(-c3ccncc3)cc21	47*	16	16	7	95*	-1	13	34*
53	CCC(C)N1CNc2c(c(=O)[nH]c(=O)n2CCc2ccccc2)C1 (stereo not drawn)	9	3	8	7	-4	14	3	10
54	O=C(Cc1c(Cl)cccc1Cl)N1CCn2c1nc1ccccc12	11	-6	2	23	-84	9	0	20
55	O=[N+]([O-])c1cc(S(=O)(=O)N2CCOCC2)ccc1Oc1ccc2oc3ccccc3c2c1	·	8	6	3	11	9	2	-1
56	Cc1cccc(OCCCC(=O)Nc2sc3c(c2C(N)=O)CCCC3)c1C	-11	-4	-2	4	-7	-1	-7	-11
57	Cc1c(-c2noc(-c3ccccc3)n2)nnn1Cc1ccccc1	24	8	6	8	20	-1	10	15
58	CCC/C=C/C1CC(=O)c2c(CC(=O)O)cc(OC)c(O)c2O1 (stereo not drawn)	10	10	0	3	11	4	4	-2
59	O=C1Nc2ccccc2C12CCN(S(=O)(=O)c1cccc(F)c1)C2 (stereo not drawn)	1	-1	-4	-10	-8	0	-9	-52
60	COCCNc1nc(-c2cccnc2)nc2sc(C)c(C)c12	-10	-6	-1	-1	-3	-9	-6	-17
61	CCOC(=O)c1c(C)nc2n(Cc3ccccc3)c3ccccc3n12	30	16	4	2	18	5	18	61*
62	CCN1CCN(c2cc(C)c3cc(NC(=O)CCC(=O)N4CCN(c5ccccc5)CC4)ccc3n2)CC1	-1	-1	-1	-7	14	0	-2	14
63	COc1ccc(S(=O)(=O)c2nnn(-c3cccc(C)c3)c2C)cc1	4	9	2	2	12	-12	10	15
64	Cc1cccc(NC(=O)CSc2nnc(Cc3ccccc3)n2C2CCCCC2)c1	8	7	17	5	9	5	3	19
65	Cc1ccc(C)c2[nH]c(=O)c(CN(CCCN3CCOCC3)C(=O)NCc3ccccc3)cc12	-4	-3	0	-3	-11	-9	-9	-2
66	Cc1ccc(S(=O)(=O)N2C[C@H]3NC(=O)c4ccccc4C(=O)[C@@]3(C)C2)cc1	6	-4	-1	1	3	1	1	17
67	COCCN1C(=O)c2ccccc2C(C(=O)Nc2ccc(NC(C)=O)cc2)C12CCCCC2 (stereo not drawn)	12	0	0	-3	-8	4	·	·
